# Compound activity from PubChem.
# PDI inh: inhibitors of human protein disulfide isomerase; PDI insulin aggregation turbidity, A650, 90 min; inhibition, % at 10 µM; 350,000 tested, 0.052% active;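 active = mean inhibition across replicates of 30% or more, whatever share of single replicates reach that level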;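 note: absorbance from insulin aggregation driven by PDI reduction with DTT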
# Target sequence (P07237 whole entry, looked up): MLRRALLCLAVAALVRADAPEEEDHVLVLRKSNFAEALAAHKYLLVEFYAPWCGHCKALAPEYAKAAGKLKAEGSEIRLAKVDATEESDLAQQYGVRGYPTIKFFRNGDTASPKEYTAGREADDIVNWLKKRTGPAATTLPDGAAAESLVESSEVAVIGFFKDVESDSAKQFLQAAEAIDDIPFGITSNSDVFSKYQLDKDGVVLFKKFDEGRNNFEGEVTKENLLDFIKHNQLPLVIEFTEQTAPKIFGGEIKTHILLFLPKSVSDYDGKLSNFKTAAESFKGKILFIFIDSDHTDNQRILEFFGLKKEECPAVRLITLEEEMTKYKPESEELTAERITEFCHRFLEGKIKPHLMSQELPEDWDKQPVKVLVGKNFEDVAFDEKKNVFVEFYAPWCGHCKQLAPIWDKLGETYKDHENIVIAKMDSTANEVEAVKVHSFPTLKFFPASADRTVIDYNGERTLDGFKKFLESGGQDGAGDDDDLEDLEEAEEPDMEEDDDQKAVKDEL
# hiPSC survival: enhancers of human iPSC single-cell survival; hiPSC single-cell survival, ATPlite luminescence; 100% = ROCK inhibitor wells, 0% = DMSO; 360,000 tested, 0.044% active; survival enhancement, % at 20 µM; AID 602274; in the data active = survival enhancement above about 18%;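 note: cells exposed to compounds for 16 hours before the ATP read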
# HTR2A ag: agonists of mouse serotonin 5-HT2A receptor (HTR2A); P35363; activation, % at 7.6 µM; 360,000 tested, 0.66% active; CHO-K1 mHTR2A beta-arrestin complementation, luminescence; percent of 30 µM serotonin response;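 active = activation above a run cutoff, the mean activation of all tested compounds plus 3 SD, cut at about 14% in these data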;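 note: 0% = plate median of compound wells and 100% = 30 µM serotonin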
# Target sequence (P35363 whole entry, looked up): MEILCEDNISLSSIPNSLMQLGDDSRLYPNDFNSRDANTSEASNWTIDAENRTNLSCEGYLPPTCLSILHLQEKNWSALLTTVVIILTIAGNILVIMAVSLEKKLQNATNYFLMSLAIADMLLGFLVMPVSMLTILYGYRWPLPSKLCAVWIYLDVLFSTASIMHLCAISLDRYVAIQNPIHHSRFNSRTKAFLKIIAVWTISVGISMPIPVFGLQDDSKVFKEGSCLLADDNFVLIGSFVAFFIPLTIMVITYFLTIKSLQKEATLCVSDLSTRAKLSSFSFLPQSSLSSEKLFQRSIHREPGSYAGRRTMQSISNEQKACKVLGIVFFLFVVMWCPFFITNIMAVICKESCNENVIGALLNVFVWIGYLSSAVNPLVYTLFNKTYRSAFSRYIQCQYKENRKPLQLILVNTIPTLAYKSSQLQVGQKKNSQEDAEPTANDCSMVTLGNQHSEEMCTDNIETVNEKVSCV
# ABCB6 inh 2: blocks the human ABCB6 transporter; Q9NP58; K562-ABCB6 porphyrin accumulation, flow cytometry, 1 h; hits give low values; fluorescence ratio to DMSO, % at 10 µM; 360,000 tested, 0.19% active; AID 602162;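 active = fluorescence ratio to DMSO below 75%, the collection mean minus 3 SD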;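 note: signal is porphyrin accumulated inside mitochondria; 100% equals median channel fluorescence of DMSO control wells; lower ratio means ABCB6 inhibition with less porphyrin fluorescence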
# Vif imaging: blocks HIV Vif function | AID 602346 | inhibition, % at 7.49 µM | 340,000 tested, 0.35% active | HEK293T cells, Vif self-association by quenched fluorescence, imaging, 24 h; in the data active = inhibition above about 50%, passing the limit was not always enough; note: some results filed as inactive read as strong as hits
# CaV13 ICDI inh: Primary screen for inhibitors of IQ motif and Ca2+-dependent inactivation inhibitor domain binding in CACNA1D, Förster resonance energy transfer in living cells, …; HEK cells, CFP/YFP FRET ICDI-IQ, plate reader, 10 min; percent FRET-ratio fall versus neutral wells; inhibition, % at 12.3 µM; 340,000 tested, 0.098% active; AID 743397;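 active = mean replicate inhibition of at least 30% and at least 1% of replicates passing that level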;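 note: 0% = median of the neutral control wells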
# H9c2 protect: modulators protecting cardiomyocytes from myocardial damage. H9c2 cardiomyocytes, H2O2 injury protection, ATPLite, 2 h. protection from H2O2 cell death, % at 20 µM. 360,000 tested, 0.63% active;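 active = compounds giving at least 50% protection of heart cells from peroxide-induced death in the single-dose screen, raw or plate-pattern-corrected value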;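 note: 0% = DMSO wells with peroxide and 100% = DMSO wells without peroxide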
# Exocytosis inh: lytic granule exocytosis inhibition. TALL-104 LAMP-1 surface exposure, flow cytometry; cells stimulated with thapsigargin and PMA. inhibition, % at 10 µM. 360,000 tested, 0.66% active. AID 651702;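 active = inhibition above about 55%, limit read from the data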
# aDG glyco up: increases alpha dystroglycan glycosylation; Pro5-aDG cells, alpha-DG glycosylation AlphaScreen (IIH6); 0% Pro5, 100% B10-LARGE cell signal; activation, % at 10 µM; 360,000 tested, 0.22% active;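 active = activation of at least 8% versus controls, or a plate z-score of at least 8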;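 note: Pro5 are CHO cells carrying HIG-tagged alpha-DG that lacks glycosylation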
# Glyco luc inh: N-linked glycosylation inhibition; D54 ERlucT glycosylation luciferase reporter, 24 h; percent of 100 nM tunicamycin response; 360,000 tested, 0.23% active; reporter increase, % at 12.5 µM;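 active = mean luciferase reporter signal, scaled so untreated is 0 and the glycosylation-blocking control 100, at or above a set limit in every replicate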;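 note: luciferase carries N-glycosylation sites so blocking glycosylation raises the light; 0% = median of neutral control wells and 100% = median of 100 nM tunicamycin wells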
# * marks the source's active call; other numbers are inactive results; . = no result given.
1: O=C(NCc1ccccc1Cl)/C(=C\c1cccnc1)NC(=O)c1ccccc1
2: CC1CCN(c2ccc(C(=O)O)cc2N)CC1
3: CCc1cccc(CC)c1N(COC)C(=O)Cn1nnc2ccccc21
4: Cn1ccnc1SCC(=O)Nc1cc(S(=O)(=O)N2CCOCC2)ccc1Cl
5: O=C(Nc1nc2c(cc3c4c(cccc42)CC3)s1)c1ccccc1Cl
6: O=C(COC(=O)Cc1ccc(Br)cc1)NC1CCCC1

entry no.,1,2,3,4,5,6
PDI inh,-7,12,-8,-8,26,1
hiPSC survival,-0.2,1.4,0.0,-0.5,-1.2,-3.8
HTR2A ag,-1,5,-7,-4,1,2
ABCB6 inh 2,100,87,111,109,97,100
Vif imaging,4,18,-5,-9,-1,18
CaV13 ICDI inh,-4,-4,.,-18,-4,-4
H9c2 protect,7,2,5,15,-4,2
Exocytosis inh,-1,1,2,-1,-6,0
aDG glyco up,0.1,0.0,0.2,-0.2,0.0,-0.2
Glyco luc inh,1,1,-1,-3,2,3

7: COc1ccc(C(=O)Nc2ccnn2C2CCN(CCC(C)c3ccc(C)o3)CC2)cc1 (stereo unspecified)
8: O=C(CSc1ncn[nH]1)N/N=C/c1ccc(C(F)(F)F)cc1
9: CCOc1ccc(N(CC(=O)NC(C)CC)S(C)(=O)=O)cc1 (stereo unspecified)
10: Cc1nc2n[nH]c(N)c2c2c1COC(C)(C)C2
11: CC(=O)C(C(C)=O)C(NC(=O)c1cccnc1)(C(F)(F)F)C(F)(F)F
12: O=C(CN1CCN(CC(=O)Nc2ccccc2Cl)CC1)Nc1ccc(F)c(F)c1

entry no.,7,8,9,10,11,12
PDI inh,4,6,6,-7,-26,-56
hiPSC survival,-0.4,0.4,-0.6,-1.3,-2.3,0.0
HTR2A ag,-9,-2,0,5,3,-8
ABCB6 inh 2,95,99,97,178,96,114
Vif imaging,-17,-5,-16,.,21,.
CaV13 ICDI inh,-3,-8,-3,.,1,-19
H9c2 protect,-3,-3,-4,10,10,2
Exocytosis inh,0,-3,11,-4,0,20
aDG glyco up,0.0,-0.2,-0.1,0.1,0.0,0.0
Glyco luc inh,-1,1,0,2,2,0

13: CCOC(=O)C1Oc2ccccc2C(c2ccc(OC)cc2)=C1C(=O)OC (stereo unspecified)
14: CCOC(=O)N1CCN(C(=O)C(=O)NNC(=O)COc2ccc(Cl)c(C)c2)CC1
15: Cc1cc(C)nc(SCc2nnc(SCC(N)=O)n2Cc2ccco2)n1
16: O=C(COc1coc(CN2CCc3ccccc32)cc1=O)Nc1ccc([N+](=O)[O-])cc1
17: CCN(CC(=O)NCc1ccccn1)S(=O)(=O)c1ccc(Cl)cc1
18: CC(C)CNC(=O)c1cc(-c2ccc(Br)cc2)on1

entry no.,13,14,15,16,17,18
PDI inh,1,-2,4,-1,19,-2
hiPSC survival,-1.7,-0.7,-0.3,-0.4,0.8,7.1
HTR2A ag,-1,3,-3,-6,4,-1
ABCB6 inh 2,97,79,96,98,97,101
Vif imaging,14,-3,-2,-5,-2,-8
CaV13 ICDI inh,-7,-2,-5,-6,.,-8
H9c2 protect,4,2,4,0,2,-4
Exocytosis inh,0,2,2,-4,-1,2
aDG glyco up,0.0,-0.2,-0.3,0.2,-0.1,0.2
Glyco luc inh,-2,0,1,0,1,0

19: Cc1ccc(N2CCN(C(=O)C(=O)c3cccc([N+](=O)[O-])c3)CC2)cc1
20: Cc1ccnc(N2C(=O)c3ccccc3C2Nc2cccc(C)c2C)c1 (stereo unspecified)
21: O=C(CN(CCc1ccccc1)Cc1ccccc1)Oc1ccccc1P(=O)(O)O
22: CCOC(=O)/C(=C\C=C\N1CCOCC1)C(C)=O
23: Cc1n[nH]c(C)c1S(=O)(=O)N(CC(=O)NC1CCCC1)c1ccc(C(C)C)cc1
24: Cc1ccccc1NC(=O)Cc1nc(COC(=O)c2cc([N+](=O)[O-])ccc2N)cs1

entry no.,19,20,21,22,23,24
PDI inh,.,.,2,5,-2,-1
hiPSC survival,.,0.5,-0.3,-0.3,-2.2,1.3
HTR2A ag,-2,-5,2,4,0,0
ABCB6 inh 2,.,104,102,96,93,83
Vif imaging,.,6,.,-3,8,3
CaV13 ICDI inh,-7,-3,-20,2,-1,-7
H9c2 protect,.,15,3,4,8,3
Exocytosis inh,-4,-1,7,0,2,0
aDG glyco up,0.2,0.5,0.0,-0.3,0.0,0.2
Glyco luc inh,.,1,0,1,-2,-3

25: CCOc1ccc(NC(=S)NC(=O)C2CCCC2)cc1
26: Cc1nn(-c2ccccc2)c(C)c1/C=N/N1CCN(c2ccccn2)CC1
27: NC(c1ccccc1)c1csc(Nc2ccc(C(=O)NCCO)cc2)n1 (stereo unspecified)
28: COc1ccccc1C(=O)NC(C)c1ccc(-n2ccnc2)cc1 (stereo unspecified)
29: O=C(NC1CCCC1)C(c1c[nH]c2ccccc12)N(C(=O)Cn1nnc(-c2ccc(Cl)cc2)n1)c1ccccc1 (stereo unspecified)
30: Cc1ncc([N+](=O)[O-])n1CC(=O)Nc1cc(Cl)ccc1Cl

entry no.,25,26,27,28,29,30
PDI inh,-1,0,1,3,-12,-3
hiPSC survival,-0.1,-2.9,3.1,0.8,1.9,-0.4
HTR2A ag,2,1,-3,-3,-2,-2
ABCB6 inh 2,92,94,96,97,95,10*
Vif imaging,-8,-1,6,.,-1,5
CaV13 ICDI inh,-5,29,-4,-5,-4,-3
H9c2 protect,-7,-11,-6,2,43,-2
Exocytosis inh,-1,-1,-2,0,-3,2
aDG glyco up,0.7,-0.2,0.3,0.0,-0.3,-0.1
Glyco luc inh,-2,-1,2,.,-1,1

31: OCC[C@H]1C[C@H](O)[C@@H](O)[C@]2(Cc3ccccc3CO2)O1
32: CCS(=O)(=O)c1nc(S(=O)(=O)c2ccc(C)cc2)c(NCCN2CCOCC2)s1
33: O=C(c1ccco1)N1CCCC(c2nc3c(nnn3Cc3ccccc3)c(=O)[nH]2)C1 (stereo unspecified)
34: CCOC(=O)C(CC)/C(C)=N/NC(=O)c1ccc([N+](=O)[O-])cc1 (stereo unspecified)
35: O=C(CSCc1ccccc1)Nc1cc([N+](=O)[O-])ccc1F
36: O=S(=O)(c1ccc(SCc2cccc(Cl)c2)nc1)N1CCCC1

entry no.,31,32,33,34,35,36
PDI inh,0,-4,2,9,-2,6
hiPSC survival,3.9,-0.3,0.2,1.3,0.9,0.3
HTR2A ag,-10,-7,-3,-4,0,-6
ABCB6 inh 2,98,97,99,99,108,97
Vif imaging,-6,4,-4,14,-6,-10
CaV13 ICDI inh,-6,-3,-6,.,-1,-3
H9c2 protect,4,-2,6,13,-2,-8
Exocytosis inh,3,19,5,-1,-7,-1
aDG glyco up,-0.1,-0.4,-0.1,-0.1,-0.2,0.5
Glyco luc inh,4,-4,2,1,-4,-3

37: COc1cccc(N/C(SCc2ccccc2Cl)=C(/C#N)C(=O)NCc2cccs2)c1
38: CCCCSC(=S)N(C)C1CCS(=O)(=O)C1 (stereo unspecified)
39: CCOC(=O)Cc1csc(NC(=O)c2c(C)noc2C)n1
40: CCCCCCn1c(SCC(=O)c2c(N)n(C)c(=O)n(C)c2=O)nc2ccccc21
41: COCCN(C(=O)CN1CCN(S(=O)(=O)c2ccc(F)cc2)CC1)c1c(N)n(Cc2ccccc2)c(=O)[nH]c1=O
42: CC1CCCCC12NC(=O)N(CC(=O)Nc1cccnc1)C2=O (stereo unspecified)

entry no.,37,38,39,40,41,42
PDI inh,-2,4,-7,-2,4,-10
hiPSC survival,-1.8,4.4,0.1,-1.1,2.5,3.3
HTR2A ag,-11,3,2,4,0,10
ABCB6 inh 2,100,98,97,95,97,99
Vif imaging,-1,0,.,-2,2,20
CaV13 ICDI inh,-4,-5,.,.,-6,-6
H9c2 protect,1,-12,0,-19,6,-1
Exocytosis inh,1,-1,-8,6,21,-11
aDG glyco up,-0.2,0.1,-0.2,-0.2,-0.2,-0.3
Glyco luc inh,0,-1,0,-2,2,0

# Grouped by structure, the entries above with an aryl thioether with sulfur outside any ring
4: Cn1ccnc1SCC(=O)Nc1cc(S(=O)(=O)N2CCOCC2)ccc1Cl
8: O=C(CSc1ncn[nH]1)N/N=C/c1ccc(C(F)(F)F)cc1
15: Cc1cc(C)nc(SCc2nnc(SCC(N)=O)n2Cc2ccco2)n1
36: O=S(=O)(c1ccc(SCc2cccc(Cl)c2)nc1)N1CCCC1
40: CCCCCCn1c(SCC(=O)c2c(N)n(C)c(=O)n(C)c2=O)nc2ccccc21

entry no.,4,8,15,36,40
PDI inh,-8,6,4,6,-2
hiPSC survival,-0.5,0.4,-0.3,0.3,-1.1
HTR2A ag,-4,-2,-3,-6,4
ABCB6 inh 2,109,99,96,97,95
Vif imaging,-9,-5,-2,-10,-2
CaV13 ICDI inh,-18,-8,-5,-3,.
H9c2 protect,15,-3,4,-8,-19
Exocytosis inh,-1,-3,2,-1,6
aDG glyco up,-0.2,-0.2,-0.3,0.5,-0.2
Glyco luc inh,-3,1,1,-3,-2

# (continued)
43: CCOC(=O)c1[nH]cnc1C(=O)N1CCN(C(=O)OC(C)(C)C)CC1
44: O=C(Nc1cccc(C(F)(F)F)c1)C1CCCCC1
45: O=C(CN1CCN(Cc2ccccc2)CC1)N/N=C/C=C/c1ccccc1[N+](=O)[O-]
46: COc1cc([N+](=O)[O-])ccc1NC(=O)C[n+]1ccccc1
47: CCOc1ccc2nc(C(C)O)[nH]c2c1 (stereo unspecified)
48: NC(=O)c1ccc2c(=O)n3c(-c4cccs4)csc3nc2c1

entry no.,43,44,45,46,47,48
PDI inh,3,-2,4,-29,3,0
hiPSC survival,3.3,-0.5,-0.9,2.1,-1.8,-2.1
HTR2A ag,18*,-4,-1,0,-2,-1
ABCB6 inh 2,99,98,100,114,93,100
Vif imaging,8,0,-2,-2,-1,-2
CaV13 ICDI inh,-6,-1,-4,-3,.,-4
H9c2 protect,-4,-6,11,1,1,6
Exocytosis inh,12,0,15,0,-3,-4
aDG glyco up,0.8,-0.1,-0.2,0.1,-0.2,0.3
Glyco luc inh,1,-3,-2,1,4,-2

49: O=C(O)c1ccc(NS(=O)(=O)c2cccc(S(=O)(=O)c3ccc(Cl)c(Cl)c3)c2)cc1
50: Cc1cccc(NC(=O)CSc2nnc(C)c(=O)n2N)c1C
51: O=C(c1cc([N+](=O)[O-])ccc1Cl)N1CCN(c2ccc([N+](=O)[O-])cc2)CC1
52: COc1ccccc1NC(=O)CSc1nnc(CNC(=O)c2ccccc2F)o1
53: COc1ccc(/C=C/C(=O)OCC(=O)NC2CCCCCC2)cc1OC
54: CC1CCCCC12NC(=O)N(CC(=O)NNC(=O)c1ccc(Br)cc1)C2=O (stereo unspecified)
55: COc1ccc(CNC(=O)COC(=O)c2ccc3ncsc3c2)cc1OC
56: CN(CC(=O)Nc1ccc(F)cc1)C(=O)c1cn(-c2ccccc2)nc1-c1cccs1
57: CCCc1c(C(=O)N/N=C(\C)c2ccc(O)cc2)nnn1-c1nonc1N

entry no.,49,50,51,52,53,54,55,56,57
PDI inh,.,8,-1,-8,-5,-1,-1,-2,2
hiPSC survival,-0.5,-0.5,-0.4,0.2,1.1,-0.5,-0.5,-0.4,0.0
HTR2A ag,.,-2,2,0,1,-2,14,-1,-2
ABCB6 inh 2,101,99,92,95,87,94,93,85,95
Vif imaging,14,-4,-25,-8,0,-6,-4,-2,8
CaV13 ICDI inh,.,-12,-6,-3,-2,-6,-17,-3,-2
H9c2 protect,4,11,-4,-3,2,-1,12,-7,-1
Exocytosis inh,11,0,0,-2,0,-2,5,17,-1
aDG glyco up,0.0,-0.1,0.7,0.4,0.0,0.0,0.1,0.0,1.0
Glyco luc inh,3,-1,8,-1,0,-1,0,3,1
